GPR151 activ: activators of human GPR151, primary screen, cell-based, PathHunter beta-arrestin, luminescence; 650,000 compounds, 1% hits; PathHunter beta-arrestin GPR151 cells; activation, % at 11.2 µM; in the data active means activation above about 4.9%;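 further: 0% = median of compound wells and 100% = cells with positive control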
TEAD-YAP inh: TEAD-YAP interaction inhibition, primary screen, TEAD-YAP interaction inhibitor project, luminescence, HEK-TIYL cells. TEAD-Gal4/YAP UAS-luciferase luminescence. inhibition, % at 9.12 µM. 640,000 compounds, 1.4% hits. AID 1259422, 2018; in the data active means inhibition above about 32%;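 further: 0% = median of test compound wells and 100% = reference inhibitor wells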
FBW7 act: FBW7 E3 ligase activators, primary screen, biochemical, AlphaScreen, human; 650,000 compounds, 0.13% hits; AlphaScreen FBW7–phospho-cyclin E peptide binding, activator screen; normalized activity (activation), % at 26.1 µM; in the data active means normalized activity above about 1.9%;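 further: purified mutant Fbw7 with reduced substrate affinity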
Target sequence (Q969H0 whole entry, looked up): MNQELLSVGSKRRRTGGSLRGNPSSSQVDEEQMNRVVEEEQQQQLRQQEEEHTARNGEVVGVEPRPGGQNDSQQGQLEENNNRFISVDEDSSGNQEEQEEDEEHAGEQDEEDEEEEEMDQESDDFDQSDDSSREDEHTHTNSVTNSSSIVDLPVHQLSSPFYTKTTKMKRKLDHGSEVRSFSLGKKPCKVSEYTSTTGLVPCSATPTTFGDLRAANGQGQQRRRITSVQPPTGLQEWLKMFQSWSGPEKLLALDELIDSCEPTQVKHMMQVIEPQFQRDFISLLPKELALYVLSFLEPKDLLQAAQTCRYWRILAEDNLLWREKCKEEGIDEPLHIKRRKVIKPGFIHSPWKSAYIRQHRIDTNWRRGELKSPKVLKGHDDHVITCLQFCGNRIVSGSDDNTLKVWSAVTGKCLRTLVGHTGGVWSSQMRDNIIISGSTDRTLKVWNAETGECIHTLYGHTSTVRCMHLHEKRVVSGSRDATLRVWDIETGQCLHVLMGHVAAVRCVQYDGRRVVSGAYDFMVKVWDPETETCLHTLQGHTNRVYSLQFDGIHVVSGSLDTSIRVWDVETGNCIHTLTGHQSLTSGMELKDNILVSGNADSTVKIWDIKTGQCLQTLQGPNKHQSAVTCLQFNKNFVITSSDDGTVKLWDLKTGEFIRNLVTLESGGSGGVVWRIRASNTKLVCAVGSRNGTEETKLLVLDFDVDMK
MITF inh: MITF inhibitors, primary screen, biochemical, AlphaScreen, human | 650,000 compounds, 0.91% hits | AID 1259374, 2018 | AlphaScreen MITF homodimerization, bead proximity signal | Microphthalmia-associated transcription factor (Homo sapiens), O75030 | inhibition, % at 2.6 µM; in the data active means inhibition above about 50%;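 further: 0% = vehicle wells with protein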
Starred values were filed as active, the others as inactive; x = no result given.

structure,GPR151 activ,TEAD-YAP inh,FBW7 act,MITF inh
COc1ccccc1C(=O)Nc1ccnn1C1CCN(Cc2ccc3ccccc3n2)CC1,2.2,14,-0.1,8
CC(=O)Nc1ccc2c(c1)CN(c1ccc(C(=O)O)cc1)CO2,0.7,-1,0.0,-10
COc1ccc(CN2C(=O)C3C4C=CC(C4)C3C2=O)cc1 (stereo not given),3.0,-7,-0.1,3
COc1ccc(CCNc2nc(Nc3ccc(-n4ccnc4)cc3)nc3c2ncn3C(C)C)cc1,0.2,22,0.0,15
COc1ccc(S(=O)(=O)N2CCCC(C(=O)O)C2)cc1 (stereo not given),-1.4,10,0.4,15
N#Cc1cc2c(nc1SCC(=O)O)CCC2,-1.3,0,-0.2,-3
C/C(CC(C)C)=N\NS(=O)(=O)c1ccc(C)c([N+](=O)[O-])c1,-1.6,-3,0.1,3
COc1cc(/C=C2/C(=O)NC(=O)N(c3ccccc3F)C2=O)cc(Br)c1O,-0.9,-1,0.5,13
CCNc1nc(OCCNC(=O)COc2ccc(Cl)cc2C)nc(N(C)C)n1,-0.8,-12,0.5,1
Cc1ccc(OC(=O)N[C@H]2C[C@H]3C(=O)N[C@H](Cc4ccccc4)C(=O)N3C2)cc1,-0.2,1,-0.1,0
Cc1oc2cc(OC(C)C)ccc2c(=O)c1-c1ccc2c(c1)OCCO2,-0.8,3,0.1,9
CCOC(=O)CC(NC(=O)c1ccc(F)cc1)c1ccccc1Cl (stereo not given),-0.8,-5,-0.1,-9

Random excerpt: 6 records from the list.
structure,GPR151 activ,TEAD-YAP inh,FBW7 act,MITF inh
Cc1ccc(OC(=O)N[C@H]2C[C@H]3C(=O)N[C@H](Cc4ccccc4)C(=O)N3C2)cc1,-0.2,1,-0.1,0
COc1ccccc1C(=O)Nc1ccnn1C1CCN(Cc2ccc3ccccc3n2)CC1,2.2,14,-0.1,8
CCOC(=O)CC(NC(=O)c1ccc(F)cc1)c1ccccc1Cl (stereo not given),-0.8,-5,-0.1,-9
CCNc1nc(OCCNC(=O)COc2ccc(Cl)cc2C)nc(N(C)C)n1,-0.8,-12,0.5,1
CC(=O)Nc1ccc2c(c1)CN(c1ccc(C(=O)O)cc1)CO2,0.7,-1,0.0,-10
COc1ccc(CCNc2nc(Nc3ccc(-n4ccnc4)cc3)nc3c2ncn3C(C)C)cc1,0.2,22,0.0,15

By substructure, the compounds so far with nitrogen in an aromatic ring.
structure,GPR151 activ,TEAD-YAP inh,FBW7 act,MITF inh
COc1ccccc1C(=O)Nc1ccnn1C1CCN(Cc2ccc3ccccc3n2)CC1,2.2,14,-0.1,8
COc1ccc(CCNc2nc(Nc3ccc(-n4ccnc4)cc3)nc3c2ncn3C(C)C)cc1,0.2,22,0.0,15
N#Cc1cc2c(nc1SCC(=O)O)CCC2,-1.3,0,-0.2,-3
CCNc1nc(OCCNC(=O)COc2ccc(Cl)cc2C)nc(N(C)C)n1,-0.8,-12,0.5,1

(more compounds)
structure,GPR151 activ,TEAD-YAP inh,FBW7 act,MITF inh
O=C(Nc1ccccc1)Nc1ccc(F)c([N+](=O)[O-])c1,-0.3,1,-0.2,7
O=C(NC(=S)NCCc1ccccc1)c1ccco1,0.2,-19,0.0,-1
O=c1c2ncccc2n(Cc2ccccc2Cl)c(=O)n1Cc1cccnc1,2.7,-5,-0.1,-6
Cc1nc(NCCC2=CCCCC2)c2c3c(sc2n1)CCCC3,-0.7,-38,-0.2,0
CCOC(=O)C(C)Oc1ccc2c(oc(=O)c3cc(OC)ccc32)c1C (stereo not given),1.1,-10,0.1,-3
CC(=O)Nc1ccccc1OCC(=O)NC(C)c1ccc(F)cc1 (stereo not given),1.0,6,0.0,-1
COc1ccc(Nc2ncnc3c2c(-c2ccccc2)cn3-c2ccc(Cl)cc2)cc1,-0.9,-3,0.0,-6
Cc1onc(-c2ccccc2Cl)c1C(=O)Nc1ccccc1NC(=O)c1ccc(Cl)cc1,-0.5,-3,0.1,2
COc1ccc(F)c(CN2CCN(Cc3cccs3)C(CCO)C2)c1 (stereo not given),0.4,-2,0.0,11
O=C(CSc1nnc(NC2CCCCC2)s1)NC1CCCCC1,0.6,-2,-0.1,-1
Cc1c(Cl)cccc1NC(=O)c1ccc(C(C)(C)C)cc1,1.8,-45,0.0,7
CCOc1ccc(NC(=O)C2CCN(C(C)=O)CC2)cc1,0.3,-2,-0.1,3

Going on with the list.
structure,GPR151 activ,TEAD-YAP inh,FBW7 act,MITF inh
CCCc1cc(C(=O)c2ccc(-c3ccccc3)cc2)ccc1OCCCN1CCCc2c(OC(C)(C)C(=O)O)cccc21,2.1,x,x,-8
COc1ccc(NC(=O)CCN2CCCCCC2)c(OC)c1,2.1,1,0.0,-3
CCCCOc1ccc(CNn2c(C)nc3ccccc3c2=O)cc1,-0.7,2,0.0,1
Cc1cccc(N2CCN(C(=O)CCNC(=O)Cn3ccc4ccccc4c3=O)CC2C)c1 (stereo not given),-1.4,24,0.9,4
COc1ccc(-c2nn(C3CC(=O)C4OCC3O4)c(=S)n2C)cc1 (stereo not given),-0.1,0,-0.1,-2
Cc1[nH]c(=O)[nH]c(=O)c1S(=O)(=O)N1CCCC(C(=O)Nc2ccc(C(C)C)cc2)C1 (stereo not given),0.0,3,0.2,15
CCOC(=O)C1CCCN(C(=O)Cn2c(C)cc3ccccc3c2=O)C1 (stereo not given),-0.8,-3,0.0,9
Cc1oc2c(CN3CCCCC3C)c(O)ccc2c(=O)c1-c1nc2ccccc2s1 (stereo not given),1.0,7,0.0,-3
O=C1NCC(CSc2nnc(-c3ccc([N+](=O)[O-])cc3)o2)O1 (stereo not given),-1.5,1,-0.2,-10
NS(=O)(=O)c1ccc(CCNC(=O)/C=C/c2ccccc2)cc1,-1.3,-18,0.0,3
c1ccc(-c2cnc(SC(c3ccccc3)c3ccccc3)[nH]2)cc1,0.7,3,-0.1,8
CCOC(=O)c1nn(-c2ccccc2)c(=O)c2c(NC(=O)c3ccccc3)scc12,-1.2,5,0.5,-5

Remaining list, next part:
structure,GPR151 activ,TEAD-YAP inh,FBW7 act,MITF inh
COc1cccc(C(=O)OCC(=O)Nc2cc(C)on2)c1OC,-0.3,-3,0.0,3
CC(NC(=O)c1cccc(OC2CCN(C(=O)C3CC3)CC2)c1)c1ccc(F)cc1 (stereo not given),1.1,10,0.1,-4
Cc1cc(NC2CC2)nc(Nc2ncccn2)n1,2.1,-8,0.1,1
CC1CCN(c2nc3ccc(C(=O)NCCCN4CCCCCC4)cc3s2)CC1,1.1,-54,-0.6,-83
COc1ccc(-n2c(=S)[nH]c3cc(C(=O)Nc4cc(OC)ccc4OC)ccc3c2=O)cc1,0.2,6,0.0,12
CCCCNC(=O)n1ccc(C(=O)Nc2ccc(C)cc2C)n1,-0.6,12,-0.2,-5
Cc1cc(SCC(=O)Nc2ccc3c(c2)OCCO3)nc(=O)[nH]1,-1.4,14,0.2,-9
O=C(COc1ccc2ccccc2c1)NNC(=O)c1ccccc1I,-0.6,2,0.0,6
Cc1ccccc1Nc1nnc(-c2cc3cc([N+](=O)[O-])ccc3oc2=O)s1,4.4,-1,0.0,-14
CCN(CC)S(=O)(=O)c1cc(C(=O)Oc2cccc(-c3cnc4ccccc4n3)c2)ccc1OC,0.4,-5,-0.1,-3
COc1ccc(CN2C[C@@H]3C[C@@H](c4cc(C)[nH]n4)N4CCC[C@@]34C2=O)cc1,0.4,-5,0.0,-2
CC(=O)NC(C)c1nc2ccccc2[nH]1 (stereo not given),-0.7,3,-0.2,9

(next part)
structure,GPR151 activ,TEAD-YAP inh,FBW7 act,MITF inh
O=C(Nc1cccc2ccccc12)c1cccc(NC(=O)c2cc(Br)ccc2Cl)c1,-0.2,8,0.0,-1
Cc1cc2ccccn2c1C(=O)c1cccc(S(=O)(=O)N2CC(C)OC(C)C2)c1 (stereo not given),1.5,3,0.0,6
CC1=NN(C(=S)c2ccccc2)C(C)(O)C12CC2 (stereo not given),-3.2,33*,-0.1,2
CC(=O)c1c(C)[nH]c(C(=O)Nc2ccc(C)cn2)c1C,-1.1,53*,0.0,1
CCOC(=O)c1c(C)n(-c2ccccc2Cl)c2c1cc(O)c1ccccc12,1.3,-16,0.1,4
CCOC(=O)N1CCN(c2ccc(F)cc2[N+](=O)[O-])CC1,-0.3,6,0.0,4
COc1cccc(OCC(O)CN2CCCCC2)c1 (stereo not given),0.5,-2,-0.1,-7
CCOc1ccc(N(CC)C(=O)CCc2nc(-c3ccc(OC)cc3)no2)cc1,0.1,-1,0.1,4
O=C(CCNC(=O)c1ccccc1)NNC(=O)COc1ccccc1-c1ccccc1,-0.5,5,-0.1,-15
CC(=O)N1CCN(c2ccc(NC(=O)c3cccc([N+](=O)[O-])c3)cc2)CC1,-2.7,-5,0.0,-2
CCc1nnc2n1N(C(C)=O)C(c1ccc(F)cc1)=C(C(C)=O)S2,0.2,8,-0.1,14
COc1ccc(Cl)cc1NC(=O)c1cc(S(=O)(=O)NCC2CCCO2)ccc1F (stereo not given),1.6,-1,0.7,1

Following part:
structure,GPR151 activ,TEAD-YAP inh,FBW7 act,MITF inh
COc1ccc(S(=O)(=O)Nc2cccc(N(C)S(C)(=O)=O)c2)cc1Cl,0.1,-5,-0.2,6
O=C1c2cccnc2C(=O)N1Cc1ccc2c(c1)OCO2,-0.9,-4,-0.3,13
CC(C)OCCCNC(=O)CC1CSc2nccc(=O)n21 (stereo not given),-1.0,9,0.0,12
O=C(/C=C/N1CCOCC1)c1ccc(-c2ccccc2)cc1,-0.6,-3,0.7,0
COc1cccc(OC)c1C(=O)OCC(=O)NCC(C)C,-0.9,4,0.2,6
CC(C)Oc1ccc(CNc2ncnc(NCc3ccc(OC(C)C)cc3)c2[N+](=O)[O-])cc1,2.3,1,0.1,-9
O=C(NC1CCCCC1)[C@@H]1C=CCN1C(=O)c1ccco1,-0.9,6,0.0,27
O=C(/C=C/c1cccc(Cl)c1)Nc1ccc(F)c([N+](=O)[O-])c1,0.0,28,-0.1,7
COc1ccc(-c2noc(-c3cccc(I)c3)n2)cc1OC,0.5,-8,0.2,9
O=C1CCCN1CCn1cnc2c(Nc3ccc4c(c3)OCO4)nc(Nc3ccncn3)nc21,-1.1,-20,-0.1,-9
CCn1c(=S)[nH]c2cc(OC)c(OC)cc2c1=O,0.4,11,-0.1,1
Cc1nn(C)cc1CNC(=O)c1cccc(Br)c1,1.1,10,0.0,2

Additional results follow.
structure,GPR151 activ,TEAD-YAP inh,FBW7 act,MITF inh
CCCOC(=O)C1=C(C)NC2=C(C(=O)CC(c3ccccc3)C2)C1c1cc2c(cc1Cl)OCO2 (stereo not given),1.4,5,0.3,-4
CC(C)c1ccc(NC(=O)c2ccc(S(=O)(=O)N3CCOCC3)o2)cc1,0.8,-17,0.2,1
O=C(CC1Sc2ccccc2NC1=O)Nc1ccc(SC(F)(F)F)cc1 (stereo not given),0.9,-11,0.1,5
O=C(Nc1ccccc1)C1CC12CCN(C(=O)c1ccsc1)CC2 (stereo not given),0.1,-7,0.0,8
CC(=O)N/C(=C\c1ccc(F)cc1)C(=O)NC(Cc1ccccc1)C(=O)O (stereo not given),0.3,-1,0.1,-3
COc1ccc(C2=CCC(=O)O2)c(C)c1,1.9,8,0.0,13
Nc1ncnc(NNC(=O)CNC(=O)c2cccc(F)c2)c1[N+](=O)[O-],-0.9,-10,-0.1,14
CCn1c2ccccc2c(=O)c2c1nc(C)n1c3ccccc3nc21,0.1,-2,-0.2,-3
COc1ccccc1CC(NC(C)=O)C(=O)NC1CCN(C(=O)c2cccc(C)c2)CC1 (stereo not given),-0.1,3,0.0,-5
COC(=O)c1cc(CSc2nnc(NC3CCCCC3)s2)oc1C,-1.7,-4,0.5,15
COC(=O)CCC(=O)Nc1sc(C)c(C)c1C(N)=O,1.4,-5,0.1,2
COc1ccc(Cl)cc1N1C(=O)c2nccnc2C1=O,-0.6,1,-0.1,6

The listing continues.
structure,GPR151 activ,TEAD-YAP inh,FBW7 act,MITF inh
O=C1N[C@@H](Cc2cnc[nH]2)C(=O)N2CCN(Cc3ccc(CN4CCCCC4)s3)C[C@H]12,1.6,4,0.1,3
N#Cc1ccccc1NCn1nnc2ccccc21,0.8,-2,0.0,-1
CC(=O)c1ccc(NC(=O)c2ccc(CN(c3ccc(C)c(C)c3)S(C)(=O)=O)cc2)cc1,5.1*,-19,0.7,-3
Cc1ccc(C2NC(=O)NC(O)(C(F)(F)F)C2C(=O)c2cccs2)o1 (stereo not given),-1.3,-2,-0.1,11
